Screening data from PubChem BioAssay.
ERb coact inh: ER-beta (human) coactivator binding inhibition. Q92731. TR-FRET ER-beta LBD / SRC1-Cy5 peptide binding; receptor agonist-loaded with 1 µM estradiol. inhibition, % at 25.6 µM. 86,000 compounds, 1.3% hits. AID 633;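 active = compounds whose percent inhibition of the receptor-coactivator binding signal exceeds about 50% in the single-dose screen, limit read from the data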;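 note: 0% = receptor plus peptide wells without compound and 100% = peptide-only wells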
Target sequence (Q92731 whole entry, looked up, the tested form may be a part): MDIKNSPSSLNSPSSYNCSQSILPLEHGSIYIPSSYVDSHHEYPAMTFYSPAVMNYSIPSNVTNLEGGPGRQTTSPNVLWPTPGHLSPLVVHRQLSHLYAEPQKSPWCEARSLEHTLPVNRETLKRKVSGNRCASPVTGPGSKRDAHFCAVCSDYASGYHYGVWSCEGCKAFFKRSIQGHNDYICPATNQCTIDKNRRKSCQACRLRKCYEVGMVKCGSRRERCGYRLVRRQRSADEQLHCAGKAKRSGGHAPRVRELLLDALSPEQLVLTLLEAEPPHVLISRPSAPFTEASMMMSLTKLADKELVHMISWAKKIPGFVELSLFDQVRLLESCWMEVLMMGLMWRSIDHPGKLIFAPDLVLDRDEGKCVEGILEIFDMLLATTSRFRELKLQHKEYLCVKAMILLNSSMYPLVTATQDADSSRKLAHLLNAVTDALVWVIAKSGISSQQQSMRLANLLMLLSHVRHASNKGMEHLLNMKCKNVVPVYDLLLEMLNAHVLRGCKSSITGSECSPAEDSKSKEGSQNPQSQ
Mac1 fbg enh: increases human CD11b/CD18 adhesion to fibrinogen. activation, % at 10 µM. K562 CD11b/CD18 adhesion to fibrinogen, ATPlite luminescence. P05107+P11215. 93,000 compounds, 0.07% hits. AID 1499;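 active = 10 µM primary screen giving 50% or more activity, confirmed by 40% or more on retest at that dose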; note: strong numbers were not always called active
ERa coact inh: ER-alpha (human) coactivator binding inhibition; TR-FRET ER-alpha LBD / SRC-1 peptide, estradiol-bound; inhibition, % at 25.6 µM; 86,000 compounds, 1.7% hits; AID 629; in the data active = inhibition above about 50%;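 note: 0% = receptor plus peptide control and 100% = peptide only without receptor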
Target sequence (P03372 whole entry, looked up, the tested form may be a part): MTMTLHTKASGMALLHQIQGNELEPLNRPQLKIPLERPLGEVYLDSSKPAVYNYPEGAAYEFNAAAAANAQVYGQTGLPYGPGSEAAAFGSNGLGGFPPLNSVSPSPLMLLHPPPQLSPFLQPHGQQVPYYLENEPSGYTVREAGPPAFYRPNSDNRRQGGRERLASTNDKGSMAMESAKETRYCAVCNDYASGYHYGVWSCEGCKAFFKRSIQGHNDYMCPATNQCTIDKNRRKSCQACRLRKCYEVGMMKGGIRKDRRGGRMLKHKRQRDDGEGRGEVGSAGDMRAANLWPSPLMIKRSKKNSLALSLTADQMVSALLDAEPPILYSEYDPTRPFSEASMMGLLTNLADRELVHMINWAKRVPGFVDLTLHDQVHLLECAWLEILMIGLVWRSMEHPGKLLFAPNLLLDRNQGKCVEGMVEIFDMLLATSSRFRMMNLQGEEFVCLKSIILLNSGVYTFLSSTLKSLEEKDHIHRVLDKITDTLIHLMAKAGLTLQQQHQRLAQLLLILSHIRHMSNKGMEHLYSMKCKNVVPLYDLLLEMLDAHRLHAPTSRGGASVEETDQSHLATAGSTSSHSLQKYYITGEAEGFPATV
Smad3 FoxH1 inh: inhibitors of human Smad3 transcription factor binding; P84022; TR-FRET Smad3/Dy647-FoxH1 peptide binding, europium anti-His; inhibition, % at 25 µM; 88,000 compounds, 0.29% hits; AID 630;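 active = compounds that reduce the energy-transfer binding signal between the protein and its labelled peptide by more than half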;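 note: 0% = Smad3 plus labelled peptide maximal FRET and 100% = peptide-only background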
H69AR growth 86K: growth inhibitors of human H69AR lung tumor cells; AID 598; H69AR lung tumor viability, ATP luminescence, 72 h; hits give low values; viability, % at 10 µM; 85,000 compounds, 6% hits;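 active = viability at or below 40%; inactive = viability above 40%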;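 note: multidrug resistant small cell line overexpressing MRP-1 efflux transporter; 100% = mean luminescence of untreated control wells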
MT1-MMP txn act: activates MT1-MMP transcription. 86,000 compounds, 0.16% hits. HT1080 MT1-MMP promoter luciferase reporter, luminescence, overnight; hits give high values. activation factor at 10 µM;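 active = activation factor of at least 2 for MT1-MMP transcription at 10 µM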
ERa coact pot: ER-alpha (human) coactivator binding potentiation; P03372; TR-FRET ERalpha-LBD/SRC-Cy5 coactivator binding, 2 h; 100 = basal binding, no effect; coactivator binding (% of control), % at 25.6 µM; 86,000 compounds, 1.3% hits; AID 639; in the data active = activity above about 200%;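 note: binding measured in presence of low estradiol as agonist stimulus; 0% = peptide alone without receptor and 100% = receptor with peptide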
HUVEC inhibit: inhibitors of human endothelial cell proliferation; HUVEC proliferation, CellTiter-Glo luminescence, 72 h; hits give low values; viability, % at 10 µM (by protocol); 86,000 compounds, 1.1% hits; AID 648;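 active = viability at or below 30%; inactive = viability above 30%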;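 note: 100% = median luminescence of DMSO-only cell control wells on each plate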
Fibroblast inh: blocks proliferation of human lung fibroblasts; LL 47 human lung fibroblast viability, ATP luminescence; hits give low values; viability, % at 10 µM; 85,000 compounds, 1.1% hits; AID 719;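 active = viability at or below 50% in the single dose screen; inactive = viability above 50%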;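 note: compound exposure lasted 72 h before the ATP readout; 100% = median luminescence of untreated cell-only wells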
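material = human LL 47 lung fibroblast cells | dosing = compounds added from tenfold dosing solution, 0.1% DMSO final | timing = overnight cell rest, 72 h compound treatment at 37 °C | measured by = CellTiter-Glo luminescence measuring cellular ATP | evaluation = % viability versus median cells-only luminescence | control set = cell-only wells, no compound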
* marks the source's active call; other numbers are inactive results; · = not tested or not shown; [ ] = another dose, or the depositor's remark. Some of the compounds tested; rates above refer to the full screens.

SMILES | ERb coact inh | Mac1 fbg enh | ERa coact inh | Smad3 FoxH1 inh | H69AR growth 86K | MT1-MMP txn act | ERa coact pot | HUVEC inhibit | Fibroblast inh
CCC(Oc1ccccc1)C(=O)Nc1ccc(-c2nnc(-c3ccco3)o2)cc1 (centres undefined) | -9 | 2 | 1 | -6 | 101 | 1.6 | 118 | 101 | 103
Cc1cccc(OCC(=O)Nc2cccc(-c3nnc(-c4ccccc4)o3)c2)c1C | 44[fluorescence artefact?] | · | 72*[fluorescence artefact?] | -4 | 9.8* | 1 | 124[fluorescence artefact?] | 50 | 56
O=C(OCc1cc2ccccc2[nH]c1=O)C1CCCCC1 | 2[fluorescence artefact?] | -5 | 1[fluorescence artefact?] | 6 | 100 | 1.1 | 109 | 98 | 103
CCOC(=O)CSc1nnc(CNC(=O)c2cccs2)n1-c1cc(OC)ccc1OC | -5 | 0 | 0 | -1 | 92 | 0.9 | 126 | 95 | 104
CN(C)C(CNC(=O)CCCc1c[nH]c2ccccc12)c1ccco1 (centres undefined) | 4 | 1 | 11 | 10 | 97 | 1.1 | 139 | 83 | 102
CCOP(C)(=O)C1(C(=O)OCc2ccccc2)CC1 (centres undefined) | -11[fluorescence artefact?] | 2 | 2[fluorescence artefact?] | 4 | 96 | 1.1 | 129 | 94 | 102
CC(C1CC1)N(C(=O)c1ccccc1O)c1ccccc1 (centres undefined) | 6 | 2 | 7[fluorescence artefact?] | -7 | 96 | 1 | 114 | 96 | 95
Cc1ccc(CN2CCN(CC(=O)NCc3ccc(Cl)cc3)C2=O)cc1 | 2 | 0 | -6 | 6[fluorescence artefact?] | 100 | · | 107 | 89 | 92
CN1CCN(c2ccccc2NC(=O)c2ccc(-c3ccc(Cl)cc3Cl)o2)CC1 | 7[fluorescence artefact?] | 10 | 7 | 3 | 32* | 1.1 | 136 | 5.8* | 94
O=C(O)c1ccc(CSCc2ccco2)cc1 | -3[fluorescence artefact?] | -2 | -3[fluorescence artefact?] | -1 | 102 | 1.2 | 61[fluorescence artefact?] | 103 | 93

Shown as a hit in ERa coact inh, among the entries above:
structure	ERb coact inh	Mac1 fbg enh	ERa coact inh	Smad3 FoxH1 inh	MT1-MMP txn act	ERa coact pot
Cc1cccc(OCC(=O)Nc2cccc(-c3nnc(-c4ccccc4)o3)c2)c1C	44[fluorescence artefact?]	·	72*[fluorescence artefact?]	-4	1	124[fluorescence artefact?]

Other structures:
SMILES | ERb coact inh | Mac1 fbg enh | ERa coact inh | Smad3 FoxH1 inh | H69AR growth 86K | MT1-MMP txn act | ERa coact pot | HUVEC inhibit | Fibroblast inh
O=C(CCC1CCCC1)Nc1ccc(Br)cn1 | 3 | -3 | -5 | 7 | 88 | 1.9 | 122 | 92 | 106
CC1CCCC(NC(=O)COC(=O)CCC2CCCC2)C1C (centres undefined) | -28 | 2 | 0 | 2 | 98 | 1.1 | 109[fluorescence artefact?] | 96 | 93
Cc1ccsc1C=Nc1c(C)n(C)n(-c2ccccc2)c1=O | -4 | -2 | -7 | 4 | 95 | 1.1 | 100 | 97 | 94
Cn1cnnc1Sc1nc2c(c(=O)n(C)c(=O)n2C)n1Cc1ccccc1Cl | -5 | · | -4 | 2 | 99 | 1 | 113 | 91 | 96
CCCCCn1c(SCC2CCCO2)nc2cc(C(=O)N3CCC(C(N)=O)CC3)ccc2c1=O (centres undefined) | -6[fluorescence artefact?] | · | 2[fluorescence artefact?] | -1[fluorescence artefact?] | 64 | 1.2 | 116 | 81 | 83
O=C1Nc2ccccc2/C1=C/C(=O)c1cccs1 | -15[fluorescence artefact?] | -3 | -6[fluorescence artefact?] | 18[fluorescence artefact?] | 0.7* | 1.2 | 85[fluorescence artefact?] | 68 | 34*
CCOc1ncccc1C(=O)OCc1nnc(-c2ccccc2)o1 | -6[fluorescence artefact?] | 0 | -6[fluorescence artefact?] | 7 | 68 | 1 | 116 | 96 | 96
C/[N+]([O-])=C1\Cc2ccccc2C1=O | 3 | -1 | -4 | -6 | 86 | 1.2 | 112 | 105 | 92
Cc1ccc(N2CC(C(=O)Nc3ccccc3C(=O)NC3CCCCC3)CC2=O)cc1 (centres undefined) | 12 | · | 20 | -20 | 99 | 1.1 | 109 | 107 | 95
O=C(c1ccco1)N1CCN(C(c2ccc(Cl)cc2)c2nnnn2CC2CCCO2)CC1 (centres undefined) | -1 | -2 | -2 | -14[fluorescence artefact?] | 86 | 1.2 | 106[fluorescence artefact?] | 102 | 110
Cc1c(NC(=O)C(C)N2CC(C)OC(C)C2)c(=O)n(-c2ccccc2)n1C (centres undefined) | 3[fluorescence artefact?] | -1 | 1[fluorescence artefact?] | 13 | 95 | 1 | 113 | 100 | 96
Fc1cccc(-c2cc3nc(-c4ccccc4)cc(N4CCC5(CC4)OCCO5)n3n2)c1 | -11[fluorescence artefact?] | · | -19[fluorescence artefact?] | 8 | 92 | 1.1 | 190 | 93 | 104
CCOC(=O)c1cccc(NC(=O)c2cccnc2)c1 | -2[fluorescence artefact?] | 1 | -1 | 5 | 31* | 1.1 | 119 | 102 | ·
CCN(CC)CCn1c(=S)[nH]c2ccc(Cl)cc2c1=O | 7 | -1 | -5 | -15 | 90 | 1.1 | 100 | 98 | 102
CN1CCN(/C=N/c2c(C#N)cnn2Cc2ccccc2)CC1 | -9 | -5 | 6 | -3 | 85 | 1.2 | 115[fluorescence artefact?] | 100 | 99
NC(=O)SCC(=O)Nc1ccc(Cl)c(Cl)c1 | -5[fluorescence artefact?] | 0 | -1[fluorescence artefact?] | -14 | 11* | 1.1 | 93 | 65 | 95
CC(C)Cn1c(CN2C(=O)c3ccccc3C2=O)nc2ccccc2c1=O | 25[fluorescence artefact?] | 28 | 29[fluorescence artefact?] | 28[fluorescence artefact?] | 95 | 1.2 | 370*[fluorescence artefact?] | 83 | 89
c1ccc2oc(Cc3ccc(Cc4nc5ccccc5o4)cc3)nc2c1 | -2 | · | -4 | 8 | 83 | 1.3 | 144 | 85 | 87
CCCCn1nnnc1SCC(=O)Nc1cccc(C)n1 | -6 | 4 | -2 | -1 | 97 | 1 | 95 | 96 | 105
Cn1c2c(c3ccccc31)CC/C2=N\O | 5[fluorescence artefact?] | -6 | 28 | -7 | 85 | 1.3 | 84[fluorescence artefact?] | 74 | 102
O=c1sc2ccccc2n1CCCOc1ccccc1 | -10 | 0 | -3 | -15 | 90 | 1.7 | 97 | 91 | 96
Cn1ccnc1C(O)c1ccc(OCc2ccccc2)cc1 (centres undefined) | -3[fluorescence artefact?] | -1 | 3[fluorescence artefact?] | 10 | 100 | 1.4 | 87 | 99 | 96
O=C(Nc1ccc(N2CCOCC2)cc1)C1CCN(S(=O)(=O)Cc2ccccc2)CC1 | 6[fluorescence artefact?] | -4 | 6[fluorescence artefact?] | 9[fluorescence artefact?] | 92 | 1.1 | 101 | 78 | 98
CCCc1cc(C(=O)Nc2cccc(C(C)=O)c2)no1 | -5 | -4 | -1 | 11 | 100 | 1.3 | 125 | 93 | 97
CSc1nc2ccccc2n1CC(=O)Nc1cc(C(F)(F)F)ccc1N1CCOCC1 | -7 | -3 | -1 | 3 | 43 | 1 | 104 | 86 | 92
CCOC(=O)Cn1c(CCC(=O)O)ccc1-c1ccc(F)cc1 | -3[fluorescence artefact?] | · | -1 | 8 | 98 | 1.1 | 93[fluorescence artefact?] | 103 | 104
COc1ccc(N2C(=O)CCC(C(=O)N3CCCCCC3)C2c2ccc(OC)c(OC)c2)cc1 (centres undefined) | 15 | 5 | 22 | 1 | 99 | 1.1 | 92 | 95 | 98
C/C(=N\NC(=O)CC1N=C(Cc2ccccc2)NNC1=O)c1ccccc1 (centres undefined) | -5 | · | -1 | 8 | 89 | 1 | 98 | 100 | 106
CCC(C)(C)NC(=O)C(c1ccc(C)cc1)N(Cc1ccco1)C(=O)Cn1nnc2ccccc21 (centres undefined) | -1 | · | 2 | -2 | 55 | 1 | 108 | 78 | 94
O=C(CCC1=NS(=O)(=O)c2ccccc2N1)NC1CCCCCCC1 | 24[fluorescence artefact?] | 1 | 29 | -2 | 83 | 1 | 111 | 88 | 107
CCOc1ccc(CCNS(=O)(=O)c2cccc3nsnc23)cc1OCC | -5 | 2 | -7 | 13 | 71 | 1.1 | 107[fluorescence artefact?] | 80 | 95
Cc1ccc(SCCNC(=S)Nc2ccccc2)cc1 | 6 | -2 | 4 | 4 | 101 | 1 | 105 | 83 | 102
CCOCC(=O)Nc1ccc(S(=O)(=O)N2CCOCC2)cc1 | -3 | 1 | 6 | 2[fluorescence artefact?] | 63 | 1.2 | 120[fluorescence artefact?] | 98 | 97
CCSC1(SCC)N=C(N)C2(C#N)C(c3ccccc3)NC(C)=CC12C#N (centres undefined) | -4[fluorescence artefact?] | -1 | -5[fluorescence artefact?] | -9 | 97 | 1.2 | 116 | 88 | 96
Cc1sc2nc(SCC(N)=O)n(C)c(=O)c2c1C | -3 | · | 10 | 1 | 84 | 1.2 | 97 | 99 | 94
NCCCS(=O)(=O)O | 7 | · | -1 | -8 | 97 | 1.2 | 88 | 109 | 105
O=C(CSc1ncccc1C(=O)O)NCc1ccc(F)cc1 | -7 | 3 | -5 | 5 | 99 | 1.1 | 107 | 105 | 100
Cc1cc(NS(=O)(=O)Cc2ccccc2)no1 | 0 | 0 | 2 | 3 | 91 | 1.2 | 106 | 101 | 106
Cc1cc(=O)n2[nH]c(-c3ccccc3)cc2n1 | -8 | 3 | -2 | 5 | 93 | 1.5 | 77 | 77 | 90
O=C(Nc1ccccc1)c1nnn(Cc2ccccc2)c1NC(=O)C(F)(F)F | -1 | 0 | -10 | 5 | 93 | 1.2 | 109 | 95 | 103
O=C(CSc1nnnn1C1CCCC1)Nc1ccc2c(c1)OCO2 | 7[fluorescence artefact?] | 8 | 10[fluorescence artefact?] | 9 | 77 | 1.3 | 104 | 75 | 99
CCCSc1nc(SCC(=O)NCc2ccccc2)c2c3c(sc2n1)COC(C)(CC)C3 (centres undefined) | -2[fluorescence artefact?] | · | -16[fluorescence artefact?] | -178[fluorescence artefact?] | 37* | 1 | 298*[fluorescence artefact?] | 67 | 87
COc1cccc(NC(=O)CN2CCN(c3ccccc3F)CC2)c1 | -5 | 4 | 3 | 5[fluorescence artefact?] | 85 | 1.2 | 124 | 93 | 97
CS(=O)(=O)N1CCc2cc(S(=O)(=O)Nc3ccc4oc5c(c4c3)CCCC5)ccc21 | -6[fluorescence artefact?] | -6 | -3 | 1 | 65 | 1.2 | 97 | 62 | 101
CC(=O)C1=C(C)NC(SCC(N)=O)=C(C#N)C1c1cccnc1 (centres undefined) | -4[fluorescence artefact?] | -5 | -2[fluorescence artefact?] | -11 | 98 | 1.1 | 96 | 94 | ·
Cc1ccc(CCNC(=O)C2CCC(CNc3c(N4CCCC4)c(=O)c3=O)CC2)cc1 (centres undefined) | -7 | 0 | -6 | -18 | 97 | · | 100[fluorescence artefact?] | 108 | 104
COc1ccc(CC(=O)Nc2c3c(nn2-c2ccccc2C)CS(=O)C3)cc1 (centres undefined) | -28[fluorescence artefact?] | · | -24 | 6 | 81 | 1.1 | 90 | 90 | 91
Cc1oc(/N=C/c2ccc(Cl)cc2)c(C#N)c1C | -4 | 4 | -4 | 1 | 59 | 1.3 | 112 | 99 | 91
COCCCN1C(=O)C(=O)/C(=C(/O)c2ccc(OC)cc2C)C1c1cccnc1 (centres undefined) | 2[fluorescence artefact?] | · | 1[fluorescence artefact?] | 13 | 91 | 1.1 | 113 | 93 | 106
COCCOC(=O)C1=C(N)Oc2c(oc(CO)cc2=O)C1c1ccccc1F (centres undefined) | -14 | 2 | -5 | 0 | 80 | 1.2 | 103 | 93 | 101
